# Assay outcomes as filed in PubChem BioAssay.
# STAT3 act – IL-6 driven STAT3 reporter potentiators, primary screen, U3A cells, luciferase, luminescence, MLSCN library; IL-6 STAT3-luciferase reporter; 100% = signal with IL-6 EC80 alone; activation (% of control), % at 5.6 µM; actives 0.91% (n = 190,000);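 active = activation above the screen-wide mean of compound activation plus 3 SD, cut at about 130% in these data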;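 also: 0% = background luminescence of wells with medium and substrate only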
#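 Assay system – human STAT1-deficient U3A cells with stable STAT3-luciferase reporter · Also added – IL-6 (33 ng/mL) · Schedule – compound 1 h, then IL-6 6 h at 37 °C · Technique – reporter luminescence signal · Evaluation – % activation versus median of IL-6-stimulated wells · Benchmarks – IL-6-only wells as 100% reference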
# Hsp70 act – Hsp70 transcriptional activators, primary screen, cell-based, HeLa, Hsp70 promoter luciferase, luminescence, 10 µM. HeLa Hsp70 promoter luciferase reporter; scaled: vehicle 0, proteasome-inhibitor control 100%. activation, % at 10 µM. actives 0.04% (n = 200,000);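 active = activation above the mean across all tested compounds plus 3 SD, cutoff set per campaign, cut at about 5.5% in these data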;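 also: 100% = MG132 at 30 µM as the positive control and 0% = DMSO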
# APP transl inh – inhibitors of APP translation via 5'UTR reporter, primary screen, APP 5'UTR luciferase, SH-SY5Y cells. actives 0.82% (n = 190,000). inhibition, % at 2 µM. SH-SY5Y APP 5'UTR-luciferase reporter, luminescence;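 active = inhibition above a set limit, derived from the sample mean plus 3 SD, cut at about 45% in these data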; also: values of inactives mirror those of a sister screen read the other way
# STAT3 blocker – IL-6 driven STAT3 reporter inhibitors, primary screen, U3A cells, luciferase, luminescence, MLSCN library | IL-6 STAT3-luciferase reporter; host cell line lacks STAT1 | inhibition, % at 5.5 µM | actives 0.89% (n = 190,000);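 active = inhibition above the mean inhibition across all screened compounds plus 3 SD, cut at about 44% in these data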;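 also: 0% = DMSO only wells and 100% = 100 µM nifuroxazide control wells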
# G6PDH CS – L. mesenteroides G6PDH inhibitors, counter-screen for G6PDH-coupled screening assays, biochemical, Leuconostoc mesenteroides enzyme; glucose-6-phosphate dehydrogenase [Leuconostoc mesenteroides]; Purified L. mesenteroides G6PDH, diaphorase/resazurin coupled fluorescence, 45 min; inhibition, % at 5 µM; actives 0.12% (n = 200,000); AID 1020, 2008; in the data active = inhibition above about 50%
# TLR4-MyD88 BLA – inhibitors of TLR4-MyD88 association in cells, primary screen, cell-based, HeLa CL3-4, BLA complementation, FRET ratio | Toll-like receptor 4 (Homo sapiens) + Myeloid differentiation primary response protein … | HeLa CL3-4 TLR4/MyD88 BLA complementation | inhibition, % at 8.4 µM | actives 0.18% (n = 200,000); in the data active = inhibition above about 25%;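 also: 0% = vehicle and 100% = reference inhibitor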
# Target sequence (O00206 whole entry, looked up): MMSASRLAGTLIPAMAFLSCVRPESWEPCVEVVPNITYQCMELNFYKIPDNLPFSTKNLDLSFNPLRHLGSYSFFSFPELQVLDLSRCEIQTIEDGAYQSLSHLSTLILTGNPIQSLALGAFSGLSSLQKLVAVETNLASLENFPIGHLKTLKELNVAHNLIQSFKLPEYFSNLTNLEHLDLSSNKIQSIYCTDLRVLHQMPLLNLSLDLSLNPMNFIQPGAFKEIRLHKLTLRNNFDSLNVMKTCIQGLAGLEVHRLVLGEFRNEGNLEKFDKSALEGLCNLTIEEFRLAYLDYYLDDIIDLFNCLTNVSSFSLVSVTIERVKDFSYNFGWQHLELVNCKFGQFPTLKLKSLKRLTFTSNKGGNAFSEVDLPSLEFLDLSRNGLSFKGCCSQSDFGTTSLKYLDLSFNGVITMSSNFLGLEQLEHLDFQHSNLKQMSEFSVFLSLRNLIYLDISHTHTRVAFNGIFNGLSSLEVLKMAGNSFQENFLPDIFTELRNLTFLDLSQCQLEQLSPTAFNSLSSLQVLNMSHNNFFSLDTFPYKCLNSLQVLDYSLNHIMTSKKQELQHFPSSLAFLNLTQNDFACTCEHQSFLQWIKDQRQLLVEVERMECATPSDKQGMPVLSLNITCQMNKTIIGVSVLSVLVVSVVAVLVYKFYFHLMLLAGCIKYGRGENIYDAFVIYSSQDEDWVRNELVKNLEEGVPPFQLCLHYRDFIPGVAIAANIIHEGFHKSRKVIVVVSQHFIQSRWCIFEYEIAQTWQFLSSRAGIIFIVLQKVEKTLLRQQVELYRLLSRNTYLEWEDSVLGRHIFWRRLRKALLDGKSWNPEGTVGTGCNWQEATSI
# Target sequence (Q99836 whole entry, looked up): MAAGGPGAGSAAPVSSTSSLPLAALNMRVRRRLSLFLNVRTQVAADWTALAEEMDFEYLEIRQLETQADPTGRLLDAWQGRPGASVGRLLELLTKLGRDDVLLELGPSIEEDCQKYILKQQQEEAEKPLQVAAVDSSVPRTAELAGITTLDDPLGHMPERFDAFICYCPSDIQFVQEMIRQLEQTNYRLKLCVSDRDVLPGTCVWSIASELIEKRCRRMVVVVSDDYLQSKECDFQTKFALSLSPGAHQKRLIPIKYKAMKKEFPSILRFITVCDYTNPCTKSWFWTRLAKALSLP
# Diaph act CS – compounds boosting diaphorase resazurin reduction – biochemical, uHTS, resorufin fluorescence, counter-screen for diaphorase-coupled primary assays, primary screen; Diaphorase/resazurin coupled assay, 16 min; stronger effect = higher value; 1 = vehicle wells, 0 = NADH-free wells; activation factor at 20 µM; actives 0.005% (n = 190,000);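 active = diaphorase activity raised at least twofold by the compound at 20 µM; inactive = activation factor below 2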
#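 Material: purified diaphorase enzyme from Clostridium kluyveri; Also added: 0.114 mM NADH and 0.1 mM resazurin, final amounts; Doses: single compound dose of 20 µM, 1% DMSO final; Times: 16 min enzyme reaction, ambient temperature; Detection: resorufin fluorescence, excitation 544 nm, emission 590 nm; Measure: increased resorufin signal from activators or reducing compounds.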
# STAT1 inh – STAT1 signaling inhibitors, primary screen, cell-based, HTS, luciferase reporter; NIH 3T3 STAT1-luciferase reporter, IFN-gamma, luminescence; inhibition, % at 5.5 µM; actives 0.35% (n = 200,000);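 active = inhibition above a set limit, the mean inhibition across all tested compounds plus 3 SD, cut at about 34% in these data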;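 also: 0% = IFN-gamma with DMSO and 100% = IFN-gamma with 300 µM nifuroxazide; values of inactives mirror those of a sister screen read the other way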
# STAT1 activator – STAT1 signaling activators, primary screen, cell-based, HTS, luciferase reporter | NIH 3T3 STAT1-luciferase reporter, IFN-gamma, luminescence; 100% = IFN-gamma alone, no compound | activation (% of control), % at 5.5 µM | actives 2.6% (n = 200,000) | AID 932, 2007;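 active = activation above the screen-wide mean activation plus 3 SD, cut at about 130% in these data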;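 also: raw ratio to IFN-gamma control signal so 100% means no change and 0% no light; values of inactives mirror those of a sister screen read the other way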
# Diaph inh CS – diaphorase inhibitors and chemical oxidizers, primary screen, counter-screen for diaphorase-coupled primary assays, biochemical, uHTS, resorufin fluorescence; diaphorase resazurin-to-resorufin fluorescence, NADH, 16 min; bacterial (C. kluyveri) enzyme, not human; inhibition, % at 20 µM; actives 0.69% (n = 190,000); AID 1217, 2008;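 active = primary screen inhibition at 20 µM above a set limit, cut at about 50% in these data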;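 also: plate controls were DMSO with full reaction for no effect and wells lacking NADH for full effect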
#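 Test system: Clostridium kluyveri diaphorase enzyme / Quantity: diaphorase at 0.14 U/mL in enzyme working solution / Incubation: 16-min room-temperature incubation before reading / Benchmarks: NADH-free wells as positive control, DMSO-only neutral wells / Signal: resorufin fluorescence 544/590 nm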
# * marks the source's active call; other numbers are inactive results.
# Below each compound: STAT1 activator	STAT3 act	TLR4-MyD88 BLA	APP transl inh	STAT1 inh	Diaph act CS	Diaph inh CS	G6PDH CS	STAT3 blocker	Hsp70 act
1: CCCn1nnnc1SCC(=O)Nc1ccc(F)cc1
    91	95	10	6	10	0.9	8	3	10	0.1
2: COc1ccc(/C=C/C(=O)Nc2cc(F)ccc2C)cc1S(=O)(=O)N1CCOCC1
    99	99	-8	-22	2	0.8	21	0	10	-0.2
3: O=C(O)CCCNS(=O)(=O)c1ccc(Br)s1
    94	108	-11	0	6	0.9	13	9	-3	-0.1
4: Cc1ccc2nc(-c3cccc(S(=O)(=O)N(C)C)c3)cn2c1
    136*	98	-14	-69	-40	0.9	6	6	4	0.2
5: Fc1ccc(N2CCN(c3ccc4c(C(F)(F)F)cc(C(F)(F)F)nc4n3)CC2)cc1
    99	87	2	9	1	0.9	11	5	25	0.2
6: O=C(NCc1nc(-c2ccccc2)no1)c1cccs1
    96	93	-7	-15	5	0.9	13	5	11	0.3
7: O=C(NC(=S)Nc1ccc2c(c1)OCO2)c1ccc(Cl)cc1
    130*	110	-23	-165	-34	1	4	-2	-10	0.0
8: CC1=CC(c2ccccc2)NC(=S)N1 (centres undefined)
    97	101	-3	1	3	0.8	15	9	2	-0.4
9: C/C(=N\NC(=O)c1c(Cl)c(C)nn1C)c1cccc(NC(=O)COc2ccc(Cl)cc2)c1
    109	96	-4	-15	-9	0.9	12	4	3	-0.3
10: C/C(=N\N1CCN(C2c3ccccc3-c3ccccc32)CC1)c1cccnc1
    105	95	-3	-19	-5	0.9	14	0	12	-0.6
11: O=C(NNC(=O)c1cccnc1)Nc1cccc2ccccc12
    97	106	13	-1	4	0.9	8	7	-3	-0.1
12: CCn1c2ccccc2c2cc(NC(=O)COC(=O)c3cc(S(N)(=O)=O)c(Cl)cc3Cl)ccc21
    102	102	13	-11	-4	0.7	27	7	1	-0.2
13: CC(C)c1nc(CNC(=O)CCc2nnc(-c3ccsc3)o2)cs1
    113	108	-1	0	-16	0.8	17	5	-2	-0.2
14: COc1cc(SC)ccc1C(=O)Nc1nc(C)cs1
    13	10	-5	-58	93*	0.9	10	-2	111*	-0.6
15: CC(C)CCNC(=O)CNC(=S)N(CCCN1CCOCC1)Cc1cccs1
    89	104	5	4	12	0.9	8	-8	-4	-0.3
16: Cc1ccccc1Cn1cc(NC(=O)c2nc3ncccn3n2)cn1
    111	103	9	-20	-15	0.8	16	2	-4	0.0
17: O=C(Nc1ccc(S(=O)(=O)NCc2ccco2)cc1)C1CCCCC1
    95	96	-8	-11	4	0.9	14	10	10	-0.2
18: CCC(C)NC(=O)COC(=O)Cc1sc(N)nc1-c1ccc(C)cc1 (centres undefined)
    102	106	-2	-7	0	1	4	-2	-10	-0.4
19: Cc1[nH]c2ccccc2c1[C@H]1[C@@H](CC#N)C1(C)C
    103	106	0	0	-3	0.9	7	18	-3	-0.2
20: O=C(CN1C(=O)c2ccccc2C1=O)N1CCN(c2nnc(-c3ccccc3)c3ccccc23)CC1
    100	93	-1	6	0	0.9	7	-63	11	-0.2
21: CCCCc1nc(NCCO)c(C#N)c2c1CCCC2
    92	94	1	1	6	0.8	18	3	12	-0.3
22: CCS(=O)(=O)Nc1ccc(C2=NN(S(C)(=O)=O)C(c3cccs3)C2)cc1 (centres undefined)
    113	137*	-6	-4	-15	0.9	13	7	-44	-0.2
23: C=CCN(c1ccc(C(=O)NC(C)C)cc1)S(C)(=O)=O
    99	108	2	17	1	1.1	-7	9	-9	-0.3
24: CC(=O)N1CCN(S(=O)(=O)c2ccc(C)cc2)C1C(C)C (centres undefined)
    97	101	3	-1	3	0.9	6	-4	2	-0.2
25: CN1CCN(C(=O)Nc2cccc3ccccc23)CC1
    89	100	-5	-8	12	0.9	14	-3	3	-0.3
26: CC1CC(C)(C)NC(=S)N1CC(=O)NCc1ccccc1Cl (centres undefined)
    97	100	5	-18	3	1	0	-12	-3	-0.4
27: Cc1ccc(C)c(N2N=C(C(=O)Nc3nccs3)CCC2=O)c1
    97	108	2	-9	3	1	4	2	-5	-0.2
28: Cc1cc(C)nc(N2CCCC(C(=O)Nc3nnc(C(C)C)s3)C2)n1 (centres undefined)
    104	101	-1	26	-4	1	4	4	0	0.1
29: O=C(CCC(=O)Nc1ccccc1Cl)NNC(=O)c1ccccc1[N+](=O)[O-]
    103	105	-3	-23	-5	1	0	10	-3	0.0
30: Cc1ccc(-c2nn(-c3ccccc3)cc2C2CC(c3cccs3)=NN2C(=O)CCCC(=O)O)cc1 (centres undefined)
    100	96	3	1	0	0.8	18	12	6	-0.6
31: CCn1c(=O)n(CC)c2cc(S(=O)(=O)N3CCc4ccccc43)ccc21
    81	81	-11	-11	20	0.8	23	-9	22	-0.4
32: O=S(=O)(Cc1ccc(Cl)cc1)c1ncc(CO)n1Cc1ccccc1
    100	100	-8	-2	-4	1	2	6	4	0.0
33: COc1ccc(S(=O)(=O)N2CCOC2CNC(=O)C(=O)NCCCn2ccnc2)cc1OC (centres undefined)
    107	104	11	4	-8	1.1	-7	16	-4	-0.3
34: C/C(=N\Nc1ccccc1)c1cc2ccccc2oc1=O
    113	94	8	-14	-15	1	4	8	12	0.4
35: COc1cc([N+](=O)[O-])ccc1NC(=O)/C=C\C(=O)O
    98	98	2	-19	1	0.7	33	14	10	-0.1
36: Nc1nc(NC(=O)c2cccc(S(=O)(=O)N3CCCCCC3)c2)nc(-c2ccccc2)n1
    101	93	-14	-2	-1	1	2	9	13	-0.2
37: Cn1nnnc1SCC(=O)Nc1ccc(Oc2ccc(Cl)cc2)cc1
    108	88	-3	6	-9	0.9	12	1	17	-0.2
38: Cc1nn(Cc2ccccc2)c(C)c1NC(=O)c1cc(-c2ccco2)on1
    95	93	5	4	5	0.9	12	6	12	-0.2
39: O=c1c2ccc([N+](=O)[O-])cc2ncn1CCOc1cccc(Br)c1
    95	99	-10	10	3	0.8	24	2	3	-0.2
40: COc1ccc(N(CC(=O)N2CCN(c3ccccc3)CC2)S(=O)(=O)c2c(C)noc2C)cc1
    100	107	-14	0	0	0.8	22	3	0	-0.3
41: COc1ccc(CN2C(=O)c3cccnc3C2O)cc1 (centres undefined)
    101	104	-4	-28	-1	1	0	6	-4	-0.3
42: CCN(CC)S(=O)(=O)c1cccc(C(=O)NCC2CCCO2)c1 (centres undefined)
    99	110	0	-5	1	1	1	17	-12	-0.2
43: CC(C)(C)C(=O)Cn1ncc(Cl)c(Cl)c1=O
    86	98	13	50*	13	0.9	6	5	13	0.0
44: C=CCn1c(SCc2c(C)noc2C)nc2sc3c(c2c1=O)CCC(C)C3 (centres undefined)
    104	83	4	-1	-5	0.8	19	-48	20	0.3
45: O=C(/C=C/c1ccccc1[N+](=O)[O-])NCc1ccc(Cl)cc1
    95	99	-2	-4	4	1	4	5	6	-0.5
46: COC(=O)C1=C(C)N(CCc2c[nH]c3ccccc23)C(=O)C1
    120	96	-9	-20	-24	0.9	7	4	15	-0.2
47: CCOC(=O)C(CCSC)NC(=O)CN (centres undefined)
    96	94	-9	2	3	0.8	18	-1	13	-0.3
48: Cc1ccc(-n2c(SCc3cc(=O)n4ccsc4n3)nnc2-c2cccnc2)c(C)c1
    96	114	0	3	4	0.9	10	3	-12	-0.4
49: Cc1ccc(C)c(OCCCC(C)(C)C(=O)O)c1
    102	106	-14	-10	-2	0.8	15	22	-4	-0.2
50: CCN(CC)c1ccc(NC(=O)Cn2c(C(C)NC(=O)c3ccc(C)cc3)nc3ccccc32)cc1 (centres undefined)
    104	103	-16	18	-7	0.9	6	11	2	-0.2
51: COc1ccccc1CNC(=O)c1cc2c(=O)[nH]c3ccccc3c2n1C
    107	94	1	-10	-9	0.7	27	6	11	-0.3
52: Cc1nnc(SCC(=O)N2CCOCC2)n1C
    98	102	0	-3	2	0.8	15	6	0	-0.4
53: CCOC(=O)N(NC(=O)C(O)(C(C)C)C(C)C)c1ccccc1
    96	95	-6	-10	3	0.9	8	2	8	-0.3
54: CCc1ccccc1NC(=O)c1cccs1
    98	92	-21	11	2	1	-3	-1	14	0.0
55: N#Cc1c(NC(=O)CN2CCN(C(=O)c3ccco3)CC2)sc2c1CCCCC2
    99	108	4	5	-1	0.7	27	-3	-6	-0.2
56: O=C(c1ccc(CNS(=O)(=O)c2ccc(Br)cc2)cc1)N1CCCC1
    97	98	6	-15	2	0.9	9	3	6	0.2
57: O=C(Oc1cccc(C(=S)N2CCOCC2)c1)c1cc([N+](=O)[O-])cc([N+](=O)[O-])c1
    97	105	-1	-14	2	0.9	11	7	-1	0.0
58: COc1cccc(-c2cc(C(=O)NC3CCCC3)no2)c1
    144*	89	12	-18	-50	0.9	15	1	15	-0.4
59: CCc1ccc(-c2nc(NC(=S)NC(=O)c3cccs3)sc2C)cc1
    102	95	2	-20	-3	0.9	6	-2	5	-0.2
60: O=C(COC(=O)c1cc(Br)c(Br)s1)NCCC1=CCCCC1
    106	117	4	6	-7	1	2	-6	-20	-0.4

# The listing continues:
# Below each compound: STAT1 activator	STAT3 act	TLR4-MyD88 BLA	APP transl inh	STAT1 inh	Diaph act CS	Diaph inh CS	G6PDH CS	STAT3 blocker	Hsp70 act
61: CCc1cccc2c(-c3csc(=NC)n3C)c[nH]c12
    97	130	2	-5	3	1	1	-4	-26	-0.1
62: Cn1c(CSc2ncccn2)nnc1SCC(=O)N1CCCc2ccccc21
    93	90	8	-8	8	0.8	18	5	18	-0.3
63: C/C(Cl)=C/Cc1c(C)[nH]c2ccc(C)cc2c1=O
    106	112	-8	-3	-6	0.9	6	2	-4	0.2
64: CCOc1ccc(-c2csc(/C(C#N)=C\c3ccc(O)c([N+](=O)[O-])c3)n2)cc1
    97	100	-12	13	3	0.1	87*	12	-2	0.2

# Down the list, quoted from above.
# Entries 61–64 in Hsp70 act: -0.1, -0.3, 0.2, 0.2
